Screening data as filed in PubChem BioAssay.
CSN inh = inhibitors of human CSN-mediated cullin deneddylation | Purified CSN, SCF-Nedd8-OG deneddylation, fluorescence polarization | inhibition, % at 12.5 µM | actives 0.38% (n = 360,000) | AID 651999;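 active = pattern-corrected inhibition above about 35%, with an unprinted fluorescence ratio check between 0.5 and 1.5, limit read from the data, passing the limit was not always enough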;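 note: 0% = enzyme with substrate and 100% = substrate without enzyme; some results filed as inactive read as strong as hits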
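Assay system: purified human Csn5 enzyme expressed in HEK293T cells; measure: % inhibition; also added: SCFSkp2-Nedd8OG substrate at 10 nM final; technique: fluorescence polarization; times: reaction 90 min, room temperature; medium: Tris buffer pH 7.5, NaCl, DTT, Tween-20, trehalose, ovalbumin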
NadD inh = NadD (S. aureus) enzyme inhibition; purified NadD enzyme, colorimetric absorbance read-out; inhibition, % at 20 µM; actives 0.78% (n = 360,000); AID 602399; in the data active = inhibition above about 26%; note: some compounds past the cut are filed as inactive
LMPTP inh = blocks human LMPTP phosphatase; recombinant LMPTP-A, OMFP fluorogenic substrate, fluorescence intensity; inhibition, % at 20 µM; actives 0.22% (n = 360,000); AID 651560;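 active = compounds that cut the enzyme signal by at least half of the control window in the single-dose screen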;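 note: plate controls were DMSO wells with enzyme plus substrate for no effect and substrate without enzyme for full effect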
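Material: LMPTP-A; amount: 0.625 nM enzyme; doses: single 20 µM dose; times: reaction 50 min, room temperature, dark; technique: fluorescence intensity of OMFP turnover product; benchmarks: no-enzyme and uninhibited controls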
Neddyl block = cullin neddylation inhibition | TR-FRET cullin neddylation, biochemical | calls only at 25 µM | actives 0.58% (n = 360,000) | AID 651699; in the data active = inhibition above about 36%
Rin1 Abl inh = human Rin1-Abl interaction inhibition; P00519+Q13671; TR-FRET Rin1/Abl binding, biochemical; inhibition, % at 7.35 µM; actives 0.4% (n = 360,000); in the data active = inhibition above about 5%, passing the limit was not always enough
DNMT1 block = DNMT1 (human) enzyme inhibition. P26358. DNMT1 molecular beacon, Hinp1I cleavage, fluorescence. inhibition (reported as % activation of signal), % at 10 µM. actives 0.83% (n = 360,000); in the data active = inhibition above about 50%
SUMO1 PPI mod = SUMO1-SIM interaction modulation | actives 0.33% (n = 360,000) | P63165 | inhibition, % at 20 µM | SUMO1 binding to a labelled peptide, TR-FRET, 1 h; in the data active = inhibition above about 37%
Target sequence (P63165 whole entry, looked up): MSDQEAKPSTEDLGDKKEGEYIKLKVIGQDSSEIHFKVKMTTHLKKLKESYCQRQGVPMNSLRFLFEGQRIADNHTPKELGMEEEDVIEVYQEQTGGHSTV
Rpn11 inh = blocks the human proteasome subunit Rpn11. AID 588493. calls only at 20 µM. O00487. human 26S proteasome, Ub4-pepOG fluorescence polarization; 20S core pre-blocked with epoxomicin. actives 0.59% (n = 360,000);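 active = inhibition at 20 µM, scaled to each plate's controls, above about 33%, limit read from the data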
Target sequence (O00487 whole entry, looked up): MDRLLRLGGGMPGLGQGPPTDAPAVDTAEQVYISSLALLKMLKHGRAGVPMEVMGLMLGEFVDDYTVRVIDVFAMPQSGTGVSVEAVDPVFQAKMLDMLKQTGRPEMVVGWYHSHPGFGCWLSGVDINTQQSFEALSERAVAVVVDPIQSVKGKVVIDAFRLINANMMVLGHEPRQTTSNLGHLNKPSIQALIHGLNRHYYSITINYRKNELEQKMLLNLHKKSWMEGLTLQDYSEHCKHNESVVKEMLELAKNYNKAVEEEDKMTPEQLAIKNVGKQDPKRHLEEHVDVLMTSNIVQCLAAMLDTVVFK
Scp1 inh = inhibitors of human Scp-1 phosphatase; Q9GZU7; Recombinant Scp1, phosphopeptide, malachite green phosphate absorbance; inhibition, % at 20 µM; actives 0.88% (n = 340,000); AID 493091;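 active = inhibition above about 50% at 20 µM, limit read from the data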;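 note: plate controls were DMSO wells with enzyme for no effect and wells lacking enzyme for full effect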
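Test system: SCP-1 phosphatase catalytic domain, residues 76-261 | Compound dosing: One concentration, 20 µM, with 1.0% DMSO | Schedule: 45 min room-temperature reaction, 5 min colour, 30 min stabiliser | Detection: Absorbance at 630 nm | Read-out basis: % inhibition of SCP-1 phosphate liberation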
STEP block = blocks human striatal-enriched tyrosine phosphatase | actives 0.25% (n = 360,000) | P54829 | recombinant STEP, OMFP fluorogenic substrate, fluorescence | inhibition, % at 20 µM;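 active = inhibition at 20 µM, scaled per plate between control wells, above about 37%, limit read from the data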;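 note: 0% = DMSO with enzyme and substrate and 100% = substrate only without enzyme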
Target sequence (P54829 whole entry, looked up): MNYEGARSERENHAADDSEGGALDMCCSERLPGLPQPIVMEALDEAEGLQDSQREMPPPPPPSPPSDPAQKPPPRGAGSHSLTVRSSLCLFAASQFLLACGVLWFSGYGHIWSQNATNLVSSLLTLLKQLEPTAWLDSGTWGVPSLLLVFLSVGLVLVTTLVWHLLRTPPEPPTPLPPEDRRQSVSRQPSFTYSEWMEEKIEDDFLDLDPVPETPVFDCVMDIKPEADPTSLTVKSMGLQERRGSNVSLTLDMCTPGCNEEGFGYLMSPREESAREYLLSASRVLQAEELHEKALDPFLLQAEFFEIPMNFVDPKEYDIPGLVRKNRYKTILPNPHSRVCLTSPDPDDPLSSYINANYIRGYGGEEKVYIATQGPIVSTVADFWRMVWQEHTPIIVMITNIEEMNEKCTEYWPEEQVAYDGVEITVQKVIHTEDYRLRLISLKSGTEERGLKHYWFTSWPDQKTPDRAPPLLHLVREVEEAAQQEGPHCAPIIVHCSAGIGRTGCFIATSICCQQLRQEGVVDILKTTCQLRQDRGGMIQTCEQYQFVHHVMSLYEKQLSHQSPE
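Also added – OMFP at 25 µM · Test system – STEP tyrosine phosphatase · Technique – FITC-channel fluorescence of OMFP product · Schedule – 20 min at room temperature, dark · Evaluation – control-normalized % inhibition with plate pattern correction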
* marks the source's active call; other numbers are inactive results; i = inactive; . = not tested or not shown; + = active, no number.

SMILES	CSN inh	NadD inh	LMPTP inh	Neddyl block	Rin1 Abl inh	DNMT1 block	SUMO1 PPI mod	Rpn11 inh	Scp1 inh	STEP block
O=C1CC(N2CCC(O)CC2)C(=O)N1c1ccc(Br)cc1 (stereo not drawn)	0	-3	-2.3	i	1	1	-1	i	-1	-2
Cn1c(SCc2ccccc2)nnc1-c1c[nH]c2ccccc12	-3	5	-0.7	i	0	-1	2	i	6	4
Cc1cccc(C(=O)Oc2ccc(/C=N/NC(=O)Cc3ccc([N+](=O)[O-])cc3)cc2)c1	0	4	0.3	i	-1	14	0	i	52*	-1
Cc1ccc(C(=O)N2CCN(c3ccc(NC(=S)NC(=O)Cc4ccccc4)cc3)CC2)cc1	-1	11	1.3	i	-3	-6	0	i	0	2
COc1ccccc1OCC(=O)N1CCN(C(=O)COc2ccccc2OC)CC1	4	-6	-1.4	i	1	1	4	i	-5	0
Cc1ccc(N(C(=O)c2csnn2)C(C(=O)NC2CCCCC2)c2ccco2)cc1 (stereo not drawn)	-3	-6	-0.2	i	1	2	-1	i	6	0
CC(C)c1ccc(Nc2ncc3c(n2)CCN(C(=O)NC2CCCCC2)C3)cc1	6	-3	0.2	i	1	-8	3	i	.	-2
CC(=O)c1ccc(NC(=S)NNC(=O)c2ccncc2)cc1	0	2	-0.4	i	-1	-1	-7	i	-8	-3
NNc1nc2c(-c3ccc(F)cc3)nnn2c2ccccc12	18	10	2.5	i	0	24	-4	.	-7	10
CCOC(=O)C1CCCN(C(c2ccccn2)c2c(C)[nH]c3ccccc23)C1 (stereo not drawn)	1	-5	-1.0	i	-1	2	2	i	-3	-1
CCc1ccc(C2C(C(=O)O)c3ccccc3C(=O)N2C)cc1 (stereo not drawn)	9	0	0.8	i	5	1	0	i	-8	0
CN1C[C@@H]2[C@@H]3C(=O)N(Cc4ccccc4)C(=O)[C@@H]3[C@](Cc3ccccc3)(C1=O)N2C(=O)c1ccc(C(C)(C)C)cc1	-6	5	-0.6	i	0	-2	6	i	-2	4
COc1ccccc1-n1c(SCC(=O)O)nc2c(sc(=S)n2-c2ccc(C)c(C)c2)c1=O	-5	2	0.5	i	-2	-1	-15	i	-10	2
Cc1ccc(-n2ncc3c2CC(C)(C)CC3NC(=O)C2CCOCC2)cc1 (stereo not drawn)	0	3	-0.3	i	-2	0	4	i	-8	-4
COc1ccc(CN2C(=O)CS/C2=N/N=C/c2ccccc2)cc1	-2	-5	2.4	i	2	-3	-1	i	-22	-2
O=[N+]([O-])c1ccc(N2CCN(Cc3ccccc3)CC2)c(S(=O)(=O)N2CCOCC2)c1	-4	-4	-1.0	i	-1	-2	-20	i	6	3
COc1ccc2c(c1)[C@H]1[C@H](CO2)[C@H](c2ccccc2)[C@@]2(C)C(=O)N[C@H](C)C(=O)N12	0	-1	-1.0	i	0	4	16	i	4	2
COCCCNS(=O)(=O)c1ccc(C)cc1	0	-4	-0.1	i	1	2	2	i	-6	0
CCOc1ccc(NC(=O)n2ncc3c(C)cccc32)cc1	4	-2	-0.2	i	-2	-2	-2	i	-10	0
Cc1cc(=O)n2nc(N3CCCC(C(=O)NC4CCCCC4C)C3)sc2n1 (stereo not drawn)	-3	4	-1.3	i	3	1	-1	i	6	-1

Ordered by length of the SMILES (highest first): part of the list above.
SMILES	CSN inh	NadD inh	LMPTP inh	Neddyl block	Rin1 Abl inh	DNMT1 block	SUMO1 PPI mod	Rpn11 inh	Scp1 inh	STEP block
Cc1cc(=O)n2nc(N3CCCC(C(=O)NC4CCCCC4C)C3)sc2n1 (stereo not drawn)	-3	4	-1.3	i	3	1	-1	i	6	-1
COc1ccc(CN2C(=O)CS/C2=N/N=C/c2ccccc2)cc1	-2	-5	2.4	i	2	-3	-1	i	-22	-2
COCCCNS(=O)(=O)c1ccc(C)cc1	0	-4	-0.1	i	1	2	2	i	-6	0

Further results:
SMILES	CSN inh	NadD inh	LMPTP inh	Neddyl block	Rin1 Abl inh	DNMT1 block	SUMO1 PPI mod	Rpn11 inh	Scp1 inh	STEP block
CCC(Oc1ccc(C)cc1)C(=O)Nc1ccc(S(=O)(=O)Nc2nccs2)cc1 (stereo not drawn)	-1	2	1.2	i	5	-2	3	i	-3	-2
CCCC(=O)C1=C(N2CCCC2)CC(C)(C)C(C(=O)OC)C1=O (stereo not drawn)	-1	-2	-1.0	i	3	3	5	i	-4	-4
COc1ccccc1Oc1ccnc2cc(Cl)ccc12	1	-4	1.4	i	2	-2	0	i	3	1
Cc1nn(Cc2c(Cl)cccc2Cl)c(Cl)c1/C=N/NC(=O)c1cccnc1	4	9	-0.3	i	-4	-7	-3	i	14	8
c1ccc(C[C@H]2CN=C(Nc3ccccc3)N2CC2CCCCC2)cc1	-5	1	-0.2	i	2	3	-1	i	8	2
Cc1ccc(C(=O)NCCN2CCC(n3c(=O)[nH]c4ccccc43)CC2)cc1	-4	-3	6.0	i	.	.	5	.	.	.
CCCCOC(=O)CSc1nc2c(c(=O)[nH]c(=O)n2C)n1C/C=C(\C)Cl	0	2	-1.5	i	-3	1	-1	i	-10	3
Cc1ccc2nc(NC(=O)CSCC(=O)OCC(=O)c3ccccc3)sc2c1	-3	-3	0.6	i	-3	-4	4	i	-8	1
Cc1ccsc1/C=N/NC(=O)Cc1ccc([N+](=O)[O-])cc1	0	2	-0.1	i	-2	0	-24	i	-14	4
O=[N+]([O-])c1ccc(NCCCO)c(S(=O)(=O)N2CCOCC2)c1	-2	0	-2.9	i	-5	1	-26	i	-12	-1
O=C(c1cnn2c(C(F)(F)F)cc(-c3ccc4c(c3)OCO4)nc12)N1CCCCC1	-3	7	0.0	+	3	1	-25	i	-4	-3
COc1ccc(CNc2cccnc2)c(OC)c1OC	-4	-8	6.9	i	-3	2	-1	i	-7	-1
O=C(NCc1ccco1)c1ccc(CS(=O)(=O)Cc2ccc(F)cc2)o1	-4	10	-2.0	i	2	1	4	i	-6	8
COc1ccc(C(=O)N/C(=C\c2cccc3ccccc23)C(=O)N2CCN(C)CC2)cc1	-1	-8	-0.8	i	0	8	-8	i	-4	1
COc1cccc(Cn2c3ccc(NC(=O)CCc4ccc(F)cc4)cc3c(=O)n2C)c1	0	-4	-0.1	.	1	2	0	i	.	-3
S=C(NCCC(c1ccccc1)c1ccccc1)Nc1ccc(Cl)cc1	4	-9	4.1	i	-4	-5	0	i	-13	-2
C=CC[C@@H](Cc1ccc(F)cc1)C(=O)OC[C@@H]1CCCN1C(=O)[C@@H](CC=C)CC(=O)N[C@@H](CO)Cc1ccccc1	-3	-12	-0.7	i	2	-3	-5	i	-2	-3
COc1cccc(OCc2cc(C(=O)N(C)C3CCCCC3)no2)c1	8	-2	-0.4	i	3	-4	1	i	.	-2
Cc1ccc(C)c(NC(=S)N(C)C)c1	0	1	-1.8	i	1	2	4	i	-4	1
CCc1ccc(-c2nc(CSCC(=O)NC3CC3)c(C)o2)cc1	-5	2	1.2	i	-1	3	3	i	9	-2
CC(=O)N1CCN(Cc2nc3cc(NC(=O)c4cccs4)ccc3n2C)CC1	-4	6	1.3	i	2	0	3	i	-2	-2
Cc1noc(C)c1CSCC(=O)N(C)CC(=O)Nc1cccc(F)c1	-6	6	-9.3	i	1	2	-31	i	-7	-3
CCN(CCCNC(=O)CC(C(=O)N1CCc2ccccc21)n1ccnc1)c1ccccc1 (stereo not drawn)	11	7	-0.6	i	-5	-7	0	i	-6	-1
COc1ccc(-c2noc(CCCC(=O)NC3CCCC3)n2)cc1	-1	-5	-1.9	i	0	-2	-2	i	-5	-1
Cn1c(=N)c(S(=O)(=O)c2ccc(F)cc2)cc2c(=O)n3ccccc3nc21	-1	-1	-0.6	.	1	-1	-4	i	-6	-1
Cc1cc(-c2ccccc2)nc2cc(C(=O)OC(C)C)nn12	2	6	-0.4	.	-4	-3	-11	i	-5	0
COc1ccc(C(=O)NC2CCCc3c2cnn3-c2ccccc2F)cc1OC (stereo not drawn)	2	4	-0.7	i	1	0	4	i	-3	1
O=C(Nc1ccc(-c2ccc(N3CCCCC3)nn2)cc1)c1ccco1	-3	15	3.4	i	1	-5	-21	i	2	2
Cc1ccc(C)c2[nH]c(=O)c(CCNC(=O)CC(C)C)cc12	-2	0	-0.7	i	2	1	0	i	-6	-1
O=c1cc(Nc2ccc3c(c2)OCCO3)[nH]c(=O)n1Cc1ccc(F)cc1	-2	8	2.0	i	0	-11	0	i	10	1
COC(=O)CCN(C)CCC(=O)OC	4	-9	-1.2	i	-2	3	-2	i	-7	1
CCn1nnnc1NCc1ccc(SC)cc1	2	-3	0.2	i	0	-2	3	i	-1	-1
COc1ccc(C(CC(=O)Nc2ccccn2)N2Cc3ccccc3C2=O)cc1OC (stereo not drawn)	-2	0	0.5	i	4	0	1	i	-4	0
Cc1c(-c2cc(C(=O)O)on2)cnn1C	1	2	-1.0	i	-2	1	-3	i	-6	-3
O=C(CCN1C(=O)c2ccccc2C1=O)NCc1ccc(F)cc1	2	1	-2.1	i	2	45	-3	i	-6	-2
O=C(CSc1n[nH]c(=O)[nH]c1=O)c1ccc(Cl)cc1Cl	1	-1	-1.3	i	-1	2	-9	i	3	-2
C/C1=C\CCC2C(/C=C(\C)CC1)OC(=O)C2CN1CCCCC1 (stereo not drawn)	-2	-8	-1.8	i	-1	0	-2	i	0	-2
COc1cc(NC(=O)c2nccnc2C(=O)O)cc(OC)c1	3	5	-0.6	i	-3	-1	20	i	-9	5
NC(=S)NNC(=O)/C(=C/c1ccc(Br)cc1)NC(=O)c1ccccc1	6	2	0.7	i	3	-2	-4	i	-6	2
C=CCn1c(SCC(=O)NCCCC(=O)OCC)nc2scc(-c3ccco3)c2c1=O	-7	9	6.2	i	-5	4	8	i	4	4

An excerpt from above with just Scp1 inh and Rpn11 inh.
| SMILES | Scp1 inh | Rpn11 inh |
| --- | --- | --- |
| C/C1=C\CCC2C(/C=C(\C)CC1)OC(=O)C2CN1CCCCC1 (stereo not drawn) | 0 | i |
| C=CCn1c(SCC(=O)NCCCC(=O)OCC)nc2scc(-c3ccco3)c2c1=O | 4 | i |
| NC(=S)NNC(=O)/C(=C/c1ccc(Br)cc1)NC(=O)c1ccccc1 | -6 | i |
| COc1ccc(C(CC(=O)Nc2ccccn2)N2Cc3ccccc3C2=O)cc1OC (stereo not drawn) | -4 | i |
| O=C(CSc1n[nH]c(=O)[nH]c1=O)c1ccc(Cl)cc1Cl | 3 | i |
| O=c1cc(Nc2ccc3c(c2)OCCO3)[nH]c(=O)n1Cc1ccc(F)cc1 | 10 | i |

(cont.)
SMILES	CSN inh	NadD inh	LMPTP inh	Neddyl block	Rin1 Abl inh	DNMT1 block	SUMO1 PPI mod	Rpn11 inh	Scp1 inh	STEP block
CCNC(=O)C1(C)CCCN(Cc2ccc3ccccc3c2Br)C1 (stereo not drawn)	1	4	0.3	i	-8	-4	-5	i	.	-1
COc1ccc(NCc2ccsc2)cc1	-1	-8	0.8	i	2	-1	-4	i	-10	0
CCOC(=O)c1cn(-c2c(C)n(C)n(-c3ccccc3)c2=O)c2c(F)c(F)c(F)cc2c1=O	-7	-3	-2.0	i	1	-1	5	i	-3	0
Cc1nc(-c2ccccc2)sc1C(=O)NS(=O)(=O)c1ccc(CN2CCN(c3ccccc3)CC2)cc1	3	22	-0.3	i	.	.	22	.	.	.
O=C(Nc1cccc(-c2cccc(F)c2)c1)C1CCN(C2CCC2)CC1	0	-3	1.7	i	0	-1	2	i	-7	1
